# High-throughput results as filed in PubChem BioAssay.
# CHO parental Ca = signal in parental CHO cells, OX1R antagonist counter-screen; parental CHO-K1, ATP-induced calcium, Fluo-8 fluorescence; inhibition, % at 5.6 µM; 330,000 tested, 0.63% active; AID 463079;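 active = inhibition above that plate's mean sample inhibition plus 3 SD, cut at about 26% in these data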;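 also: 0% = ATP-challenged DMSO wells and 100% = DMSO wells without ATP; some compounds past the cut are filed as inactive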
#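 Assay system: parental CHO cells; Read-out basis: percent inhibition of ATP-evoked calcium rise, normalized to controls; Benchmarks: ATP and no-ATP DMSO wells; Compound dosing: single nominal dose of 5.6 µM per compound; Signal: Fluo-8 calcium dye fluorescence; Also added: ATP as calcium-mobilizing challenge; Repeats: singlicate.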
# M1 ag = human M1 muscarinic receptor agonism; P11229; CHO-K1 hM1, Fluo-8 calcium fluorescence, agonist mode; 0% DMSO, 100% acetylcholine EC100; activation, % at 3 µM; 360,000 tested, 0.33% active; AID 588814;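 active = activation above the run's mean compound activation plus 3 SD, cut at about 16% in these data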;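 also: peak over basal fluorescence ratio within a 140 s kinetic read after compound addition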
# Target sequence (P11229 whole entry, looked up): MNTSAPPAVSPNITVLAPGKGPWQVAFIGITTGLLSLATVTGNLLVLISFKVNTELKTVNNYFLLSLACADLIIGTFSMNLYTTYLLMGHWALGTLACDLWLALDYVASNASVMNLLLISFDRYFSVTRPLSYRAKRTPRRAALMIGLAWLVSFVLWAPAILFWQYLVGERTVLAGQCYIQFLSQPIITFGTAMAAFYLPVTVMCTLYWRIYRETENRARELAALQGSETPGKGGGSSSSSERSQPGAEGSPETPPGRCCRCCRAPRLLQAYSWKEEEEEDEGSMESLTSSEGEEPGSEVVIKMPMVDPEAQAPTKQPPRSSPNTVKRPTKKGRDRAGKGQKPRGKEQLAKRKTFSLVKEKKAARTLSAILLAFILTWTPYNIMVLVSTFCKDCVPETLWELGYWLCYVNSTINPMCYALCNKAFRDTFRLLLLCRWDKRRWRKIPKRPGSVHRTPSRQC
# CHO-K1 Ca antag = M1 antagonist counterscreen hit in parental CHO-K1 cells | ATP-induced calcium, Fluo-8 fluorescence | 360,000 tested, 0.6% active | inhibition, % at 3 µM | AID 602250;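 active = inhibition above a per-plate cutoff, the plate's mean sample inhibition plus 3 SD, cut at about 24% in these data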;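 also: 0% = DMSO plus EC80 ATP and 100% = DMSO alone without ATP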
# OXTR potentiate = potentiators of human oxytocin receptor | CHO-OTR cells, Fluo-8 calcium fluorescence, potentiator mode; 0% = oxytocin EC15, 100% = EC100 | activation, % at 3 µM | 320,000 tested, 0.061% active | AID 2445;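 active = activation above that plate's cutoff, the mean activation of tested compounds plus 3 SD, cut at about 6.6% in these data, passing the limit was not always enough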;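 also: 100% uses oxytocin at 75 nM as the full agonist control; some results filed as inactive read as strong as hits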
#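 Assay system: CHO cell line stably expressing human OTR. Reagent: EC15 oxytocin agonist. Dosing: single dose, 3.0 µM nominal final compound concentration. Timing: compound 6 min at room temperature before oxytocin, 100 s read. Signal: kinetic Fluo-8 calcium fluorescence. Controls: oxytocin EC15 low and EC100 high.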
# M4 ag = agonists of human muscarinic M4 receptor (CHRM4); AID 624127; 360,000 tested, 0.14% active; activation, % at 3 µM; P08173; CHO-K1 hM4/Gqi5, Fluo-8 calcium fluorescence; vehicle 0%, full acetylcholine response 100%;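 active = activation above the run mean over all test wells plus 3 SD, cut at about 32% in these data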;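 also: peak over basal fluorescence ratio per well then scaled between controls; 0% = DMSO wells and 100% = acetylcholine at EC100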
# Target sequence (P08173 whole entry, looked up): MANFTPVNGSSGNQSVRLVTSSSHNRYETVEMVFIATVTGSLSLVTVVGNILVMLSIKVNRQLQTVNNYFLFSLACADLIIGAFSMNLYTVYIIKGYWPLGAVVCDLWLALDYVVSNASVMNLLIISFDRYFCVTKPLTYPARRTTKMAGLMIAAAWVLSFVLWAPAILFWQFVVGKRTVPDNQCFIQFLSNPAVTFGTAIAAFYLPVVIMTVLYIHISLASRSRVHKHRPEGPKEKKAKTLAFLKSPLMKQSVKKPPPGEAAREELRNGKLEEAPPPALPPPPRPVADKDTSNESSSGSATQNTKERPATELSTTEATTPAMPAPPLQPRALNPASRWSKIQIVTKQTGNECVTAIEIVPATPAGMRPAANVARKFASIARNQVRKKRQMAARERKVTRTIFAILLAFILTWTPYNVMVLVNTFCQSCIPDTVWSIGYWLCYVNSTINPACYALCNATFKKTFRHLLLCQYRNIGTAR
# CHO-K1 Ca ag = counter-screen for M1 agonists: effect in parental CHO-K1 cells; 360,000 tested, 0.48% active; Fluo-8 calcium fluorescence; scaled to maximal ATP response, vehicle zero; activation, % at 3 µM; in the data active = activation above about 15%;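 also: untransfected CHO-K1 host cells lacking M1 receptor as counterscreen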
# CHRM1 antagonist = antagonists of human M1 muscarinic receptor; AID 588852; CHO-K1 hM1, Fluo-8 calcium fluorescence, ACh EC80 antagonist; inhibition, % at 3 µM; P11229; 360,000 tested, 1.3% active;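 active = percent inhibition above its own plate's cutoff, namely the mean of that plate's compound wells plus 3 SD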;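 also: peak over basal fluorescence ratio during 140 s after agonist addition; 0% = ACh EC80 plus DMSO and 100% = DMSO alone without agonist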
# M1 PAM = human CHRM1 positive allosteric modulation; P11229; CHO-K1 hM1, Fluo-8 calcium fluorescence, ACh EC20; 0% = ACh EC20, 100% = maximal ACh; activation, % at 3 µM; 360,000 tested, 0.088% active; in the data active = activation above about 19%, passing the limit was not always enough
# CHRM4 antagonist = CHRM4 antagonism in calcium assay. 360,000 tested, 0.73% active. inhibition, % at 3 µM. AID 624125. CHO-hM4 cells, ACh EC80, Fluo-8 calcium fluorescence;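 active = inhibition above its plate's cutoff, the mean inhibition of sample wells plus 3 SD, cut at about 27% in these data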;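 also: 0% = acetylcholine EC80 with DMSO and 100% = DMSO without agonist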
# * = called active by the depositor; · = not tested or not shown.
SMILES,CHO parental Ca,M1 ag,CHO-K1 Ca antag,OXTR potentiate,M4 ag,CHO-K1 Ca ag,CHRM1 antagonist,M1 PAM,CHRM4 antagonist
Cc1cc(C)c(S(=O)(=O)N(C)CC(=O)NCCCn2ccnc2)c(C)c1,-7,-12,-12,-5,1,0.0,7,-1,0
CCC(CC)C(=O)N(C)c1c(C)nc2c(OCc3ccc(Cl)cc3)cccn12,·,-7,-10,·,2,1.3,-9,1,-13
COc1cc2oc(=O)cc(CN3CCCCC3)c2cc1Cl,·,-3,-8,·,1,0.1,-32,1,-3
Nc1ccc(S(=O)(=O)NN=CC=Cc2ccccc2[N+](=O)[O-])cc1,·,-3,-10,·,1,0.3,-2,1,0
Cc1ccc(COn2nnc3ccc(S(=O)(=O)N4CCOCC4)cc32)cc1,-21,0,-6,1,3,0.7,-7,6,2
Cc1cc(C)n(-c2nnc(C)n2/N=C/c2ccccc2O)n1,6,-4,0,-6,1,0.0,0,2,4
CN(CC(=O)NCCc1ccccc1)S(=O)(=O)c1cnc[nH]1,-7,-5,2,-3,1,0.1,-6,8,-2
CCOC(=O)Cn1c(CN2CCc3ccccc3C2)nc2c1c(=O)n(C)c(=O)n2C,-11,-7,-6,0,1,0.4,-3,4,-14
OCCN1CCN(c2ncnc3sc4c(c23)CCCC4)CC1,-25,-6,3,-1,1,0.2,-6,7,-4
CCO[C@H]1OC(C(=O)NCc2nc3ccccc3[nH]2)=C[C@@H](c2ccc(Br)cc2)[C@@H]1CCCO,-8,-12,-9,-13,5,0.6,-6,1,-11
CC(=O)c1cccc(NC(=O)/C(=C\c2cccnc2)NC(=O)c2ccc(C)cc2)c1,-9,0,-14,-1,3,1.1,-2,0,-10
O=C(c1cc([N+](=O)[O-])ccc1N1CCCCC1)N1CCCCC1,-15,-4,-4,0,8,2.0,7,-8,7
CCOc1ccccc1N1CCN(C(=O)Nc2cccc(Cl)c2)CC1,-7,-2,4,-17,5,15,4,-3,1
O=C(CCc1nnc(CCCCc2ccccc2)o1)NCc1cc(F)ccc1F,-23,-8,-3,-2,2,4.5,-3,7,5
CC(C)(C)NS(=O)(=O)c1ccc(NS(C)(=O)=O)cc1,2,-2,-2,0,0,0.2,-2,-1,2
CC(=O)c1cccc(-c2ccnc3c2CC(C(=O)NCc2ccc(N4CCN(C)CC4)cc2)O3)c1 (stereo not drawn),·,-9,-7,·,1,0.6,-9,4,-6
Cn1c(=O)c2c(nc(OC3CCCC3)n2C)n(C)c1=O,·,-2,1,·,1,-0.4,-16,13,2
CCCCOc1ccc(-c2nnn(CC(=O)NCCc3c[nH]c4ccccc34)n2)cc1,-2,-1,8,-3,5,1.2,9,2,3
Brc1ccc(OCc2cn3ccccc3n2)cc1,-5,-3,-11,-13,1,-0.5,1,5,-6
O=C(CNC(=O)c1ccccc1)Nc1ccsc1C(=O)O,3,-8,-7,3,1,0.5,4,9,8
CC(=O)Nc1cc[n+](C(C)C(=O)c2ccc(Cl)cc2)cc1 (stereo not drawn),-8,-9,-1,1,1,-0.2,-4,1,2
COc1cc(C(=O)N2CCN(c3cccc(C)c3C)CC2)cc(OC)c1OC,-23,-4,-8,1,2,0.4,-22,3,-6
Cc1ccc(S(=O)(=O)N2C(=O)CCC2C(=O)Nc2ccc3c(c2)OCCO3)cc1 (stereo not drawn),-4,-3,-6,2,2,1.4,7,3,1
O=S(=O)(c1cnccc1N1CCN(CCO)CC1)N1CCCC1,·,-8,6,·,-1,0.1,-16,6,-10
COc1ccc(S(=O)(=O)N2c3ccc(F)cc3CCC2C)cc1 (stereo not drawn),-11,-4,13,-16,15,3.5,26,-8,10
O=C(NCCCCNC(=O)c1cccnc1Cl)c1cccnc1Cl,4,-2,-10,-7,1,1.9,-10,7,-6
CCOC(=O)c1sc2nc(CSc3ccccc3)nc(N3CCC(C(N)=O)CC3)c2c1C,-19,-8,-4,-8,15,7.3,8,-11,6
CC(C)CNC(=S)N(CCN(C)C)Cc1cc2cc3c(cc2[nH]c1=O)OCO3,-9,-3,-4,1,0,-0.2,-8,5,-2
Cc1ccc(S(=O)(=O)N2CCCOC2CNC(=O)C(=O)NCc2cccs2)cc1 (stereo not drawn),-12,-7,-8,-7,2,1.6,-10,10,-2
CC(=NOC(=O)c1ccc(I)cc1)c1nccs1,·,-3,5,·,2,0.5,-8,1,-1
Cc1ccc2cc(CN(Cc3ccc(F)cc3)Cc3nnnn3C3CCCC3)c(=O)[nH]c2c1,-38,-2,-2,-6,2,-0.1,18,-11,2
Cn1ccnc1SCC(=O)c1cccc(C(F)(F)F)c1,-1,-6,-6,-2,2,1.2,6,-3,0
COC(=O)C1(C(=O)OC)C/C=C\CN(S(=O)(=O)c2ccccc2[N+](=O)[O-])CC1,·,·,-19,·,4,4.1,·,·,-2
CCCCOCCCNCC(=O)Nc1ccc(S(N)(=O)=O)cc1,-13,-12,-14,-7,1,1.0,-3,4,-1
Cc1cc(C)n(CCC(=O)N2CCN(S(=O)(=O)c3ccc(C)c(C)c3)CC2)n1,-19,-4,-17,-8,1,0.0,-11,0,-12
COc1ccccc1C1CCN(Cc2cccc(C(=O)N3CCC(O)CC3)c2)CC1,-4,3,2,0,-1,0.4,25,-8,9
CC(C)(C)c1ccc(OCCC(=O)OCC(=O)NC2CCCCC2)cc1,7,-1,11,-8,6,2.3,-2,1,-5
CCOC(=O)c1cnc2nc(N3CCOCC3)nn2c1N,12,-6,9,2,1,-0.1,0,3,9
CCn1cc(C(=O)NCCCOC(C)C)c2cc(OC)c(OC)cc2c1=O,-22,-2,-4,-4,1,0.4,-4,2,-11
CCOC(=O)c1cnc2ccc(C(=O)OC)cc2c1NCCc1ccc(OC)c(OC)c1,-18,-8,-8,-5,1,1.8,-10,9,-10
COc1ccc(OC)c(CN(CCN2CCOCC2)S(=O)(=O)c2ccc(NC(C)=O)cc2)c1,-3,-3,-6,-1,1,1.0,4,0,-4
Cc1cc(C(F)(F)F)n(-c2nc(C(=O)Nc3cccnc3)cs2)n1,-13,-7,-14,8,4,1.4,10,-4,4
Cc1ccc(-c2cnc(C(O)c3cc(F)cc(Cl)c3)[nH]2)cc1 (stereo not drawn),·,4,-1,·,5,1.2,-8,9,1
Cc1cc(=O)n2[nH]cnc2n1,-8,-4,-11,-6,1,0.4,3,7,7
CCOC(=O)c1sc(NC(=O)CCCCl)nc1C,-3,-7,-11,-8,1,0.2,-1,-2,-2
O=C(Nc1cccnc1)c1ccc(NS(=O)(=O)c2cccc([N+](=O)[O-])c2)cc1,18,-7,7,0,0,-0.1,-7,3,2
Cc1cc(C)c(NC(=O)CSCc2c(C)noc2C)c(Cl)c1,·,5,2,·,1,0.8,1,1,-3
CCN1CCN(P2(=O)C=C(c3ccccc3)OC(c3ccccc3)=C2)CC1,-11,-4,-20,-6,2,0.7,-5,7,2
CCCCN(C)C1CCN(C(=S)Nc2cccc(SC)c2)CC1,-6,-7,-2,-4,1,0.5,-9,4,6
CC1=CC(C)(C)NC(=S)N1c1ccccc1,8,1,-12,-1,3,-0.1,-18,2,0

# Quoted at random: 3 entries already listed
SMILES,CHO parental Ca,M1 ag,CHO-K1 Ca antag,OXTR potentiate,M4 ag,CHO-K1 Ca ag,CHRM1 antagonist,M1 PAM,CHRM4 antagonist
O=C(Nc1cccnc1)c1ccc(NS(=O)(=O)c2cccc([N+](=O)[O-])c2)cc1,18,-7,7,0,0,-0.1,-7,3,2
CCOC(=O)c1sc(NC(=O)CCCCl)nc1C,-3,-7,-11,-8,1,0.2,-1,-2,-2
Cc1cc(C)c(NC(=O)CSCc2c(C)noc2C)c(Cl)c1,·,5,2,·,1,0.8,1,1,-3

# Later entries:
SMILES,CHO parental Ca,M1 ag,CHO-K1 Ca antag,OXTR potentiate,M4 ag,CHO-K1 Ca ag,CHRM1 antagonist,M1 PAM,CHRM4 antagonist
CN(C)c1ccnc(Oc2ccc(F)cc2)c1C#N,-3,-7,-9,-2,1,0.5,0,-14,-4
CCC1=C2CC[C@H]3C(=O)N(C)C(=O)[C@H]3[C@H]2[C@@]2(Cc3ccccc3)C(=NCCOC)OC(=O)N2C1=O,-10,-1,-12,-12,1,0.0,8,-9,0
COc1ccc(C2=NCCn3nc4cc([N+](=O)[O-])ccc4c32)cc1,-11,-5,-12,-7,3,0.1,-1,7,8
O=C(O)CCCNC(=O)c1ccccn1,-5,-4,-13,-2,1,-0.3,-14,10,-13
Cc1ccc(-c2[nH]c(=O)n3ccncc23)s1,2,-2,-7,-15,0,0.4,-12,6,-6
CSCCC(NS(=O)(=O)c1ccc(C)cc1)C(=O)N1CCN(S(=O)(=O)c2ccc(F)cc2)CC1 (stereo not drawn),-16,-4,-16,-2,5,0.8,-26,12,-18
CCc1ccc(NC(=O)CSCCO)cc1,4,-5,-8,1,1,0.1,-3,-1,16
COc1ccc(C)cc1Nc1nc(-c2c[nH]c3ccccc23)cs1,1,-4,-3,-10,2,-0.1,-3,2,-6
CNC(=O)C1CN(C(=O)c2cccc(S(=O)(=O)N3c4ccccc4CC3C)c2)c2ccccc2O1 (stereo not drawn),-13,-3,-15,-5,8,2.8,5,3,8
CS(=O)(=O)N(CC(=O)Nc1cccnc1)c1ccc2c(c1)OCO2,-4,0,-38,-1,0,0.4,-7,7,-3
COc1ccc(S(=O)(=O)N2CCOCC2)cc1NC(=O)COC(=O)CCOc1ccc(C)cc1,3,-2,13,-8,6,0.7,-6,11,-5
COC(=O)c1ccccc1NC(=O)c1ccccc1OC,-32,-3,-16,6,0,0.0,-22,2,-11
COc1ccc(C(=O)/C=C(\C)Nc2ccc(NC(C)=O)cc2)cc1,-16,-3,-16,0,0,0.2,-32,7,-6
CCOC(=O)Cc1csc(NC(=O)c2cccc([N+](=O)[O-])c2)n1,-6,-2,-14,-21,4,4.7,6,-9,4
Cc1nc2cc(NC(=O)Nc3cccc4ccccc34)ccc2n1C,-6,-7,-14,4,3,0.5,-5,6,-4
Cc1cc(F)ccc1NCc1ccccc1[N+](=O)[O-],-4,-13,5,-4,0,-0.5,1,-1,2
O=C(CSc1nnc(NC(=O)c2c(F)cccc2F)s1)NC1CCCC1,1,-2,-6,4,1,0.2,8,-7,12
COc1ccc(S(=O)(=O)NCC2CCC(C(=O)O)CC2)cc1 (stereo not drawn),4,-4,-8,-1,1,1.5,-2,1,-3
COc1cc2[nH]c(=O)n(Cc3ccc(C(=O)NCCCN4CCN(C)CC4)cc3)c(=O)c2cc1OC,-3,-1,-9,-10,-1,0.3,-12,11,-1
O=S(=O)(c1ccc(Cl)nc1)N(Cc1ccccc1)Cc1ccccc1,-23,-8,-14,-11,-2,-0.1,2,-5,33*
Cc1ccc(S(=O)(=O)N2CCN(C(=O)Cc3ccccc3)CC2)cc1C,-17,-8,-12,-1,2,1.2,3,-3,3
CCOC(=O)C1C(=O)CC(C)(O)C(C(=O)OCC)C1c1cccc(OC)c1 (stereo not drawn),-8,7,-21,-2,0,0.2,-9,1,-2
COc1ccc(C(C)=O)cc1COC(=O)CCC(=O)c1cccs1,-2,-4,-7,-6,1,0.5,6,-4,2
